FN deposit inh: fibronectin deposition inhibition; AH1F fibroblasts, Alexa488-fibronectin deposition fluorescence, overnight; inhibition, % at 12.6 µM; actives 0.086% (n = 350,000);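 active means mean inhibition across replicates of 30% or more, regardless of how many single replicates reach that level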;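 further: positive control wells lacked labelled fibronectin entirely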
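Measured by – fluorescence 485/525 nm · System – AH1F fibroblast monolayer, labelled fibronectin deposition · Amount – 10000 cells per well · Buffer or medium – serum-reduced DMEM (2% serum) · Doses – single dose, pinned · Also added – fluorescent fibronectin at 24 nM final · Schedule – 1 h cell attachment, overnight exposure to compound and label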
Xi reactivation: reactivates the inactive X chromosome in mouse fibroblasts; AID 743238; activation, % at 7.58 µM; actives 0.055% (n = 360,000); XiGFP mouse fibroblasts, % GFP-positive cells imaging, 3 d; cells co-treated with 5-aza-dC sensitizer; scaled so ellipticine positive control = 100%;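 active means mean normalized replicate activation at least 10% and every replicate at or above 10%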;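 further: 0% = median of on-plate neutral control wells and 100% = ellipticine 6 µM median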
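assay system = SV40-immortalized XiGFP fibroblast cells, line 68-5-11 | buffer or medium = DMEM plus 5-aza-dC sensitizer | doses = single-point pinned compound dosing | times = 3-day compound exposure, then 15 min fixation at room temperature | benchmarks = positive control ellipticine, 6 µM final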
esBAF inh: inhibitors of esBAF chromatin remodeling in mouse ES cells; Bmi1-luciferase knock-in reporter, 24 h; 100% = twice the neutral-well signal; reporter increase, % at 12.5 µM; actives 2% (n = 350,000); AID 602393; in the data active means activation above about 40%;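 further: 0% = median of the plate's neutral control wells and 100% = double that signal; a rise in the Bmi1 reporter signal indicates esBAF inhibition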
RAD54 inh: blocks human RAD54 Holliday junction branch migration; Q92698; FAM/BHQ fluorescence; inhibition, % at 10.4 µM; actives 0.14% (n = 360,000); AID 602329;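 active means mean normalized replicate activity at least 40 and at least half of replicates scoring 40 or more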;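 further: 0% = median of neutral control wells and 100% = median of positive control wells; inhibitors cause a drop in the FAM fluorescence signal; in these data hits start at about 50%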
RAD52 anneal inh: RAD52 (human) annealing inhibition. AID 651710. actives 0.46% (n = 360,000). recombinant RAD52 DNA annealing, FRET fluorescence. inhibition, % at 18.7 µM. P43351;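 active means every replicate showing at least 50% inhibition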
Target sequence (P43351 whole entry, looked up): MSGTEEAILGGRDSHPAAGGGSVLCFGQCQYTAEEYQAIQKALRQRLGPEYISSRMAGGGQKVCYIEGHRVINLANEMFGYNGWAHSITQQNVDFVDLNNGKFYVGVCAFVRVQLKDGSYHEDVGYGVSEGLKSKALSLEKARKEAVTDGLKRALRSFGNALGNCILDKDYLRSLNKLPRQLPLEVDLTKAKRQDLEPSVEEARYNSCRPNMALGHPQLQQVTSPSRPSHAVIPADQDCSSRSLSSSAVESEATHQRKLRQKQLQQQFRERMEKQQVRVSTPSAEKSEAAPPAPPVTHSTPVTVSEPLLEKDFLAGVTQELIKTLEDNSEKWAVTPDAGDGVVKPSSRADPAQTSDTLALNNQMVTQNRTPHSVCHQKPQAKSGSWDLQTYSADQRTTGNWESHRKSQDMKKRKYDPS
E-sel inducer: E-selectin induction on HUVECs; HUVEC E-selectin immunofluorescence imaging; normalized: neutral wells 0, TNF-alpha wells 100; activation, % at 7.58 µM; actives 0.37% (n = 260,000);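 active means mean E-selectin-positive cell signal at least 10% of the positive control, reached in at least 60% of replicates, without over 20% cell loss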;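 further: in these data hits start at about 27%; measured in HUVEC primary endothelial cells; signal is the percent of cells scored E-selectin positive by PE staining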
Target sequence (P16581 whole entry, looked up): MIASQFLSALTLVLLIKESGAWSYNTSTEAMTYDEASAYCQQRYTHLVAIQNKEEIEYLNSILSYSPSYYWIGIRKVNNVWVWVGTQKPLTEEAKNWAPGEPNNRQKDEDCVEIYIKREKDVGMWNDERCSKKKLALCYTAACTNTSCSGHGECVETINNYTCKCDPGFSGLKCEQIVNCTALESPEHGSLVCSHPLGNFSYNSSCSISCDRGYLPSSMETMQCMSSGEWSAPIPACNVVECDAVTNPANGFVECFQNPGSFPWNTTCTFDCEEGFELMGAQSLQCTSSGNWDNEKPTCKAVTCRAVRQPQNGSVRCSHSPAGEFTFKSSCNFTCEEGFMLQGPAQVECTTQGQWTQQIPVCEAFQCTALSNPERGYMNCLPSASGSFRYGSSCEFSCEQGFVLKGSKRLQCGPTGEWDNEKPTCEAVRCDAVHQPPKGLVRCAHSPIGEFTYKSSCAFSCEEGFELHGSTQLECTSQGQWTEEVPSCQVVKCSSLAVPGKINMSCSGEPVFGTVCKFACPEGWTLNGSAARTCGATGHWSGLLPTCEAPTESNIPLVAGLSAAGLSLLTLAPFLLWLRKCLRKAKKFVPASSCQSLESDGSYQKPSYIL
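Assay system: HUVEC, human umbilical vein endothelial cells / Amount: 3,000 HUVEC/well / Controls: TNF-alpha positive control, DMSO neutral control / Compound dosing: single concentration / Medium: EGM-2 over gelatin coat / Evaluation: percent E-selectin-positive cells / Signal: immunofluorescence imaging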
EWS-Fli block: blocks EWS/Fli oncoprotein-driven transcription; A673 NR0B1-luciferase reporter, viability-normalised; inhibition, % at 12.6 µM; actives 0.67% (n = 350,000);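 active means mean inhibition of at least 50% after viability correction, with every replicate also passing that limit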;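 further: firefly luciferase signal divided by Alamar Blue viability fluorescence both relative to DMSO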
S100A4 MyoIIA: S100A4-myosin IIA interaction inhibition; S100A4/TAMRA-MyoIIA peptide fluorescence polarization; inhibition, % at 10.7 µM; actives 0.14% (n = 360,000); P26447;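 active means mean inhibition of at least 70% across replicates, with every replicate also reaching that level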
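incubation = readout 5 min after mixing, signal stable up to 60 min | system = S100A4 monomer protein | buffer or medium = HEPES pH 7.2 with CaCl2, KCl, NaCl, DTT, Triton | benchmarks = neutral control DMSO, positive control TFP | also added = fluorescent myosin IIA peptide, 5 nM | compound dosing = one concentration per compound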
Starred values were filed as active, the others as inactive; . = no result given.

SMILES,FN deposit inh,Xi reactivation,esBAF inh,RAD54 inh,RAD52 anneal inh,E-sel inducer,EWS-Fli block,S100A4 MyoIIA
COCCN1CCCc2nc(-c3ccc(Br)cc3)ccc21,-5.4,0.1,.,.,-13.2,0.1,-120.2,-4.5
N/C(=N\OC(=O)Cc1ccccc1)c1ccccc1Cl,3.5,0.0,.,.,-17.6,-0.1,-60.1,-6.2
O=C(Nc1ccccc1F)c1cc(-c2ccco2)nc2ccccc12,4.8,0.2,.,.,-32.6,0.0,-2.1,16.5
COc1ccc(C(=O)CC(=O)C(=O)Nc2ccccc2Cl)cc1,-6.3,0.1,1.1,4.1,-13.5,.,22.3,3.0
CS(=O)(=O)N1[C@@H](CO)[C@@H](c2ccccc2)C12CN(C(=O)c1ccccc1F)C2,-2.1,0.1,.,.,-9.2,0.3,-1.1,15.6
O=S(=O)(c1ccccc1)N1CCN(CCc2ccccc2)CC1,-8.7,0.3,-8.3,-1.9,-44.0,.,7.0,-3.7
CN1C2CCC1CC(NS(=O)(=O)c1cccc(C(F)(F)F)c1)C2 (configuration not stated),.,0.0,-9.7,11.2,2.7,-0.3,2.8,0.0
CN(C)CCNc1nc(Oc2ccccc2)c2sccc2n1,1.1,0.2,.,2.3,43.1,1.4,5.1,-12.4
COc1cc(CN2CCN(C(=O)c3cccc4ccccc34)CC2)cc(OC)c1O,0.7,0.0,-7.1,-11.5,-30.7,.,7.9,-3.5
COc1cc(OC)cc(N2C(=O)CSCC2=O)c1,0.3,-0.2,.,.,-6.1,.,2.6,-4.3
CSCC(C)N1CCC(CCC(=O)NC2CC2)CC1 (configuration not stated),3.7,0.0,-0.2,8.0,-22.7,.,.,-15.3
COc1ccccc1CN1C[C@H](C)[C@@H](OC)CN(C)C(=O)c2ccc(NC(C)=O)cc2OC[C@@H]1C,2.9,-0.4,1.3,-14.8,11.3,0.0,7.4,-0.1
CCC(=O)N1[C@@H]2Cn3c(ccc(C4=CCCC4)c3=O)[C@H]1[C@@H](C(=O)N[C@@H](C)c1ccccc1)[C@@H]2CO,.,-0.1,-1.3,8.3,-11.0,0.2,-0.5,8.3
C[C@H](CO)N1C[C@H](C)[C@H](CN(C)S(=O)(=O)c2cccs2)OCCCC[C@H](C)Oc2ccc(NS(=O)(=O)c3ccccc3)cc2C1=O,-1.1,0.0,11.7,-4.0,-41.3,.,14.2,6.7
C=CCN1C(=O)/C(=C2/Sc3ccc(OC)cc3N2CC)SC1=S,-0.3,0.3,-1.5,-16.4,-135.0,0.3,-0.2,-16.4

Next part
SMILES,FN deposit inh,Xi reactivation,esBAF inh,RAD54 inh,RAD52 anneal inh,E-sel inducer,EWS-Fli block,S100A4 MyoIIA
Cc1ccc(NC(=O)C(=O)C2C(=O)Nc3ccccc32)cc1 (configuration not stated),-2.2,-0.2,.,7.4,-23.3,1.1,-48.8,0.2
NNC(=O)c1[nH]c2ccccc2c1-c1ccccc1,.,0.9,-13.2,-4.7,-8.9,.,34.9,-1.1
O=C(NCC[C@@H]1CC[C@@H](NC(=O)C2CCCC2)[C@@H](CO)O1)c1cnccn1,-4.7,0.1,-4.4,-3.4,-8.4,0.0,1.9,2.6
OCC[C@H]1C[C@@H](O)[C@H](O)[C@]2(Cc3ccccc3O2)O1,-37.9,0.0,-7.8,-12.0,-46.8,0.2,-37.0,19.3
Cc1cc(-n2c(C)cc(C(=O)CSc3nncn3C(C)C)c2C)no1,2.4,0.1,.,.,-9.0,-1.5,-18.4,-6.5
Cc1cccc(C(=O)NNS(=O)(=O)c2ccc(F)cc2)c1,3.4,0.0,41.8*,-11.1,-6.1,.,2.2,-4.1
Cc1c(N2C(=O)CS/C2=N\N=C\c2ccccc2O)c(=O)n(-c2ccccc2)n1C,.,.,23.2,1.4,-7.6,.,-12.5,0.8
C[C@@H]1CN([C@H](C)CO)C(=O)c2cc(NC(=O)CCC(F)(F)F)ccc2O[C@@H]1CN(C)C(=O)Nc1ccc(F)cc1,.,-0.2,-1.9,3.7,8.5,-0.1,-13.2,13.2
N#CCc1nc(C(c2ccccc2)c2ccccc2)no1,-10.2,0.1,-5.5,-6.5,-38.5,.,-12.9,-8.1
COc1ccc(C(=O)C(C)OC(=O)C2CC3CCCC(C2)C3=O)cc1 (configuration not stated),-6.5,0.0,-0.1,-4.1,5.9,-0.1,-9.1,-8.8
CC(=O)Oc1ccccc1C1C[C@]2(C)CC(=O)NC2N1C(C)=O (some centres not stated),-8.2,0.0,-4.0,-13.7,-5.4,.,6.6,4.5
O=C(NCc1ccccc1)c1csc(-c2cccnc2)n1,8.0,0.3,.,.,-12.4,15.7,-14.5,2.0
C[C@@H]1CN([C@@H](C)CO)C(=O)c2cc(NC(=O)Cc3ccccc3)ccc2O[C@@H](C)CCCCO[C@@H]1CN(C)Cc1ccc2c(c1)OCO2,.,0.0,-3.1,4.5,.,0.1,5.3,.
CCN1CCCC1CNC(=O)c1cc2ccc(OC)cc2[nH]1 (configuration not stated),4.8,0.0,-1.9,-17.2,-12.3,0.2,0.6,2.2
NCC[C@@H]1CC[C@H](NC(=O)Nc2ccc(F)cc2)[C@@H](CO)O1,4.7,0.2,-2.7,3.0,3.1,-0.3,-3.1,-2.3

Other compounds
SMILES,FN deposit inh,Xi reactivation,esBAF inh,RAD54 inh,RAD52 anneal inh,E-sel inducer,EWS-Fli block,S100A4 MyoIIA
O=C(C[C@@H]1C[C@@H]2c3cc(NS(=O)(=O)c4ccc(F)cc4)ccc3O[C@@H]2[C@@H](CO)O1)NCc1ccc(Oc2ccccc2)cc1,.,0.2,-27.0,0.1,-18.2,-0.7,35.6,14.1
C=CCN(CC=C)C(=O)C(=O)c1ccn(-c2c(C)csc2C(=O)OC)c1,.,-0.1,-20.4,-6.6,-3.3,.,-1.7,6.0
CSc1ccc(NS(=O)(=O)c2ccc(-n3cnnn3)cc2)cc1,.,-0.1,.,4.6,-4.8,1.2,6.1,-2.0
COc1ccc(NC(=O)N(C)C[C@H]2OCCCC[C@H](C)Oc3ccc(NS(=O)(=O)c4ccc(OC)cc4)cc3C(=O)N([C@H](C)CO)C[C@@H]2C)cc1,6.4,0.2,5.4,-0.7,.,-0.2,-11.1,.
C/C(Cc1ccccc1)=N\NC(=O)CNC(=O)c1cccc(Br)c1,-26.7,0.0,.,.,-0.4,.,13.8,2.7
COC(=O)/C=C/c1ccc(OC(=O)OC)c(OC(=O)OC)c1,3.6,0.1,.,.,0.7,-2.4,39.5,0.6
O=C(O)c1ccccc1C(=O)c1ccc(F)c(F)c1,5.3,-0.3,-2.3,-0.2,-0.3,.,3.8,-6.0
COc1ccc(-c2coc3c(C(=O)Nc4ccc(OC)nc4)cccc23)c(C)c1,-9.2,0.0,36.3,-5.1,-4.4,0.0,-10.7,-5.5
CC[n+]1ccccc1/C=C/c1ccc(N(C)C)cc1,-32.8,0.3,.,-54.2,-224.5,.,23.6,-75.4
CC(C)CC#Cc1cnc2c(c1)C(=O)N([C@@H](C)CO)C[C@H](C)[C@@H](CN(C)C(=O)Nc1cc(F)ccc1F)O2,.,-0.3,-6.2,1.2,-5.8,0.2,7.8,-5.2
S=C(NC1CC1)NC1CCCc2ccccc21 (configuration not stated),.,0.0,.,.,-3.1,.,-26.3,-8.9
CCOC(=O)C1(Cc2cccc(OC)c2)CCN(Cc2ccon2)CC1,-4.2,0.1,.,-0.4,6.6,-0.1,12.1,0.4
Cc1c(-n2cc(C(=O)c3cc(Cl)ccc3O)cc(C#N)c2=O)c(=O)n(-c2ccccc2)n1C,.,.,3.0,-3.2,-64.8,.,6.0,-4.5
Cc1cc(Cl)ccc1OCC(=O)NNC(=O)C1CSC2(C)CCC(=O)N12 (configuration not stated),-0.3,0.1,-2.8,-7.6,-2.9,-0.2,4.9,0.6
O=C(C[C@@H]1C=C[C@H](NC(=O)c2ccncc2)[C@@H](CO)O1)Nc1ccccc1,-0.8,0.0,.,.,-24.6,0.4,40.5,-15.1

Continuation.
SMILES,FN deposit inh,Xi reactivation,esBAF inh,RAD54 inh,RAD52 anneal inh,E-sel inducer,EWS-Fli block,S100A4 MyoIIA
COc1ccc(Cc2nnc(N/N=C/c3ccc(O)cc3O)[nH]c2=O)cc1OC,15.2,0.7,.,.,-7.2,0.1,-7.9,3.8
O=C(NCC(=O)N1CCN(c2ncccn2)CC1)c1ccccc1F,4.7,-0.1,29.4,0.6,-9.3,-0.2,-50.1,-6.6
CCCNC(=O)NC[C@H]1[C@H](c2ccc(C3=CCCC3)cc2)[C@H](CO)N1C(=O)CC,1.4,0.3,1.0,1.6,-31.9,0.0,-5.5,-7.8
CC(=O)N1CCN(C(=O)c2ccc(Cl)c(S(=O)(=O)N3CCCC3)c2)CC1,3.6,0.0,0.9,.,-17.7,2.8,5.5,-9.4
c1ccc(-c2nnsc2Sc2ccccn2)cc1,-4.8,0.1,53.8*,.,1.4,.,-38.2,1.9
CSc1ccc(S(=O)(=O)N2CCN(Cc3ccc4c(c3)OCO4)CC2)cc1,-18.2,0.1,-2.2,6.0,-10.2,0.0,-0.9,1.8
COc1cc(C(=O)Nc2ccc(S(=O)(=O)N3CCOCC3)cc2)c([N+](=O)[O-])cc1OC,.,0.0,-6.1,-6.6,1.2,.,2.3,4.1
COc1ccccc1N1CCN(S(=O)(=O)c2ccc3c(c2)CC(C)N3C(C)=O)CC1 (configuration not stated),6.0,0.1,-0.2,-4.0,-12.5,.,.,-3.5
C/C=C/c1ccc([C@H]2[C@H](CO)N(C(=O)COC)[C@H]2CNC(=O)CC)cc1,-2.6,0.1,1.5,0.9,-14.4,-0.1,-5.7,-0.1
CCOC(=O)C1=CCN(S(=O)(=O)c2ccc(Cl)cc2)C1c1ccc(C)cc1 (configuration not stated),-0.4,0.0,-6.9,0.5,-15.5,-0.2,-10.1,-0.7
Cc1noc(C)c1NC(=O)Nc1ccc2c(c1)C(=O)N([C@H](C)CO)C[C@@H](C)[C@H](CN(C)C(=O)NC1CCCCC1)OCCCC[C@@H](C)O2,.,0.0,9.4,-2.6,7.0,0.1,-5.1,-2.0
Cn1c(SCc2ccc(Br)cc2)nnc1-c1ccccn1,0.2,0.2,.,-1.5,0.6,-3.8,-20.4,2.6
CN(/N=C/C=C/c1ccccc1)c1cc(=O)n(C)c(=O)[nH]1,2.7,0.1,.,1.1,-2.6,.,6.4,12.8
CCC(=O)N[C@H]1C=C[C@H](CC(=O)NCC2CC2)O[C@@H]1CO,-16.7,0.7,.,.,-2.6,0.0,-8.1,7.4
COc1ccc(N2CC(O)=C(c3nc(-c4ccc(Br)cc4)cs3)C2=N)cc1,-0.2,0.0,.,.,-30.6,0.7,19.7,-1.9
COc1ccc(-c2[nH]ncc2CN(C)Cc2nonc2C)c(OC)c1,3.2,0.0,-6.9,.,-6.7,1.4,3.6,-3.4
CS(=O)(=O)N1CCC(C(=O)NCc2ccc(F)cc2Cl)CC1,.,.,-3.4,10.7,1.4,.,4.8,-2.1

Bioassay records as filed in PubChem BioAssay.
